IMPase Li inh – cell-permeable IMPase inhibitors with lithium potentiation. CHO-M1 cells, IP1 TR-FRET (IP-One), carbachol + lithium. Potency, µM (highest dose often 59.4 µM), for inactives: at the highest dose activity, negative = IMPase inhibition, actives largely listed as inhibitors. 0.35% of 210,000 active;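 also: IP1 builds up when IMPase is blocked and the TR-FRET signal falls; plate controls were basal vehicle for no effect and high inhibitor control for full effect; nearly all actives have a fitted effect of over 50% in size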
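IP1 accumulation measured by competitive TR-FRET in lysed CHO-M1 cells after 30 min compound exposure at 37C, with a small lithium addition to potentiate weak responses. Hill-equation AC50 from ratio and donor-channel data.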
RGS12 GoLoco inh – inhibitors of human Gai1-RGS12 GoLoco interaction (red fluorophore). P63096. Gai1:RGS12 GoLoco peptide FP, rhodamine, 10 min. Potency, µM (top dose mostly 61.6 µM), for the others: top-dose activity, negative = inhibition, hits mostly inhibitors. 0.44% of 230,000 active. AID 880; active = well fitted inhibition curve with a large enough effect, not every such curve was filed as active; inactive = no such curve, though single readings can be large or run the other way; also: % is scaled to controls: 0 for no effect and ±100 for the full control effect; nearly all actives have a fitted effect of over 30% in size; many of its hits are not listed in these tables
Target sequence (P63096 whole entry, looked up): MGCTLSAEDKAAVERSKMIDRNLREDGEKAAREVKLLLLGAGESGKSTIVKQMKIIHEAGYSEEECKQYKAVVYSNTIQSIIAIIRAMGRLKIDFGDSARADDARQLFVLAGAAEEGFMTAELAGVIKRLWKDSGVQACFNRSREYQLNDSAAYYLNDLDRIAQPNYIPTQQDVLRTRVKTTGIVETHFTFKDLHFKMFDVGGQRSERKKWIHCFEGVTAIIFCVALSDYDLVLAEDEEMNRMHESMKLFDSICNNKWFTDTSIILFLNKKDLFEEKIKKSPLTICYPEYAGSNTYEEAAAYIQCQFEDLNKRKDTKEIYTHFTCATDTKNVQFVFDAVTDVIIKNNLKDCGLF
GAA inhib – inhibitors of human lysosomal alpha-glucosidase; purified human GAA, 4-MU-alpha-glucoside fluorescence; AID 1466; 0.005% of 200,000 active; P10253; Potency, µM (doses to about 76.9 µM), for the others: top-dose activity change, negative = inhibition, usual class: inhibitors;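 also: plate controls were uninhibited enzyme wells for no effect and no-enzyme background for full effect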
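Fluorogenic assay: 4 nM human alpha-glucosidase with 400 uM 4-methylumbelliferyl-alpha-D-pyranoside in 50 mM citrate/phosphate, 0.005% Tween-20, pH 5.0, 20 min at room temperature. Compounds tested up to 77 uM; AC50 from Hill fits.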
HTT aggregate – inhibitors of mutant huntingtin aggregate formation in PC12 cells. 1.1% of 220,000 active. Potency, µM (highest dose often 46.1 µM), inactives show top-dose activity change, negative = inhibition, hits mostly inhibitors. PC12 HttQ103-GFP aggregates, Acumen cytometry, 40 h; also: % is scaled to controls: 0 for no effect and ±100 for the full control effect; nearly all actives have a fitted effect of over 60% in size
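Quantitative HTS on tebufenozide-induced (100 nM) PC12 cells stably expressing polyQ103 Huntingtin exon 1–GFP. Reduction of bright GFP aggregates, detected by laser scanning cytometry after lysis, identified actives across the titration.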
HTT ATP protect – Huntington cell model cytoprotection by ATP luminescence. PC12 HTT-Q103 induced, cytoprotection, ATP luminescence, 40 h. Potency, µM (titrated, usually from 56.4 µM), inactives show cytoprotection (ATP increase), usual class: activators. 0.14% of 230,000 active. AID 1471;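 also: % of control where 0% means no effect; nearly all actives have a fitted effect of over 45% in size; toxic huntingtin expression switched on by the ecdysone agonist tebufenozide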
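Stable PC12 Q103-GFP cells in serum-supplemented, phenol red-free DMEM; induction by tebufenozide at 100 nM final; compound dose series; cell viability quantified luminescently from ATP.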
aGlu spleen mod – inhibitors or activators of human alpha-glucosidase in spleen homogenate | AID 2112 | Potency, µM (titrated, usually from 79.9 µM), for inactives: at the top dose activity change, negative = inhibition, hits mostly inhibitors | P10253 | human spleen homogenate, 4-MU-alpha-glucoside fluorescence | 0.006% of 240,000 active;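 also: 0% = enzyme with vehicle and -100% = no enzyme basal signal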
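Human spleen homogenate (1 ug) incubated with compounds and 1 mM 4-methylumbelliferyl-alpha-D-glucopyranoside in pH 5.0 citrate/phosphate buffer, 37 C, 40 min. Stopped at pH 10; 4-MU fluorescence (Ex 365/Em 440 nm); AC50 by Hill fit.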
GAA glycogen – alters human alpha-glucosidase cleavage of glycogen. 0.38% of 300,000 active. Potency, µM (doses to about 76.4 µM), for inactives: top-dose activity change, negative = inhibition, hits mostly inhibitors. recombinant GAA, glycogen substrate, Amplex Red glucose oxidase fluorescence. AID 2100. P10253;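 also: 0% = full enzyme reaction and -100% = no-enzyme basal signal; the screen sought inhibitors and activators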
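Recombinant human alpha-glucosidase (4 nM final) hydrolysed bovine liver glycogen (30 ug) for 40 min at 37 C in pH 5.0 citrate/phosphate with 0.01% Tween-20. Released glucose detected by glucose oxidase/Amplex Red, Ex 573/Em 610 nm. Compounds up to 77 uM; AC50 from Hill fits.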
Numbers without * were called inactive; ? = inconclusive; nt = not tested or not shown; & = joins results of further samples; [ ] = remark or other dose. Unless noted, calls follow the shape of the dose curve; as a rule, active = well fitted curve in the direction sought with a large enough effect; inconclusive = small, poorly fitted or top-dose-only effect, or another doubt; inactive = no such curve, though single readings can be large; an effect the other way counts as inactive or inconclusive. Potency is read from the fitted curve at half-maximal effect.

SMILES	IMPase Li inh	RGS12 GoLoco inh	GAA inhib	HTT aggregate	HTT ATP protect	aGlu spleen mod	GAA glycogen
Cc1cc(C)c2sc(N(CCN(C)C)C(=O)c3cc(Cl)sc3Cl)nc2c1	2%	5%	-5%	-19%	-31%[inhibitor]	3%	-10%
O=C(CSc1nnc(NC(=O)C2CC2)s1)Nc1ccc(F)cc1	-4%[38.3 µM]	1%	-5%	-3%	-1%[10 µM]	-4%	3%
Cc1nn(-c2cccc(Cl)c2)c(Cl)c1/C=N/NC(=O)c1cccnc1	9%	10%	?	0%	-22%[10 µM]	-1%	-1%
CCOc1ccc(N=Nc2c(N)[nH][nH]c2=O)cc1	40%[activator]	-18%	2%	-1%	nt	-3%	?
CN(C)CCCNC(=O)c1cc2c3ccccc3n(C)c2s1	0%[38.3 µM]	0%	4%	7%	-12%	-3%	1%
CCOC(=O)c1c(NC(=O)C2C3C=CC(C3)C2C(=O)O)sc2c1CCC(C)C2 (configuration not stated)	0%	7%	-2%	6%	10%[10 µM]	2%	0%
Cc1cc(C)cc(-n2ccnc2SCC(=O)O)c1	0%	2%	-10%	14%	13%	0%	0%
O=[N+]([O-])c1ccc(S(=O)(=O)N(CCCN2CCOCC2)Cc2cccs2)cc1	15%	-1%	4%	-20%	-24%	-2%	4%
C/C(CCC(=O)OC[C@H]1O[C@H](C#Cc2ccccc2)C=C[C@@H]1Oc1ccc(C)cc1)=N\OC[C@@H](O)[C@H]1O[C@@H]2OC(C)(C)O[C@@H]2[C@H]1O	22%	1%	2%[15.4 µM]	?	nt	-7%	-7%
c1csc(C(c2nnnn2C2CCCC2)N2CCCC3(CCCCC3)C2)c1 (configuration not stated)	48%[activator][38.3 µM]	11%	-6%	?	5%	-1%	6%
COc1cc(N)c(Cl)cc1C(=O)NC1CCN(Cc2ccccc2)CC1	-5%&0%	-2%	nt	35%[20.6 µM]	-19%	3%	nt
Cc1ccccc1NC(=O)COC(=O)CCc1nc2ccccc2c(=O)[nH]1	4%	6%	-3%	5%	nt	5%	12%
CCOC(=O)c1ccc2c(c1)nc(COc1ccc(OC)cc1)n2CC	7%[38.3 µM]	7%	-3%	5%	-75%[inhibitor]	-17%	-4%
CN(C)CCCn1c(NC(=O)C2CCCCC2)nc2ccccc21	26%[38.3 µM]	7%	-11%	-3%	9%[1.9 µM]	4%	8%
O=[N+]([O-])c1cccc(/C=N/Nc2nc(NCc3ccccc3)nc(N3CCOCC3)n2)c1O	23%	50%[activator]	?	3%[9.22 µM]	23%[10 µM]	1%	9%
Cc1cccc(NC(=S)N(CCc2nc3cc(C)c(C)cc3[nH]2)Cc2cccnc2)c1	8%[38.3 µM]	5%	2%	-3%	-10%	-2%	6%
O=C(CCn1c(=S)oc2ccccc21)NC1CCCCCCC1	nt	-2%	nt	-26%[9.22 µM]	-16%[10 µM]	-3%	4%
COCCNC(=O)CSc1nc(N)c(NC(=O)c2ccccc2F)c(=O)[nH]1	0%	-3%	0%	-5%	-9%[10 µM]	-4%	-2%
NNC(=O)c1ccc(Cn2cccn2)o1	nt	13%	nt	0%[9.22 µM]	-8%[10 µM]	0%	-17%
O=C(N/N=C\c1ccc(-c2ccccc2[N+](=O)[O-])o1)C1COc2cc3ccccc3cc2O1 (configuration not stated)	-8%[38.3 µM]	14%	-2%	-3%	-31%	-6%	-5%
Cc1ccc(C2=NC3(CCCC3)NC2=S)cc1	-3%	5%	3%	26%	-16%	-10%	-3%
O=C(C1=C(Nc2ccccc2)c2ccccc2S(=O)(=O)N1)c1ccccc1	16%	10%	?	8%	7%[10 µM]	-3%	?
CCSc1nnc(CNc2ccc(C)cc2)n1C	4%	6%	?	-10%	10%[10 µM]	-4%	-10%
CCC1(C)Cc2c(sc3[nH]c(=O)[nH]c(=O)c23)CS1 (configuration not stated)	-5%[38.3 µM]	-3%	?	-5%[9.22 µM]	-10%	13%	6%
CC1CC(C)CN(CCCNC(=O)Cn2ncc3c(=O)oc4ccccc4c32)C1 (configuration not stated)	4%[38.3 µM]	0%	-8%	1%	3%	8%	13%
COc1ccc([N+](=O)[O-])cc1NC(=O)c1cccs1	3%	3%	-9%	12%	2%[10 µM]	-7%	-7%
O=C(c1c[nH]c2ccc(S(=O)(=O)N3CCOCC3)cc2c1=O)N1CCCC1	nt	nt	-1%	15%	-2%	-4%	0%
CCOc1cc(/C=N/NC(=O)CNc2cccc(C)c2)ccc1OC(=O)c1ccccc1	5%[38.3 µM]	-9%	-4%	11%	-15%	-3%	-12%
CCc1cc2c(NCCN3CCCCC3)ncnc2s1	13%[38.3 µM]	-14%	-7%	-13%[9.22 µM]	14%	0%	0%
O=S(=O)(NCc1ccco1)c1ccc(Cl)nc1	-7%	-6%	-1%	-2%	nt	-1%	4%

Random excerpt: four compounds from above, in no set order.
SMILES	IMPase Li inh	RGS12 GoLoco inh	GAA inhib	HTT aggregate	HTT ATP protect	aGlu spleen mod	GAA glycogen
COCCNC(=O)CSc1nc(N)c(NC(=O)c2ccccc2F)c(=O)[nH]1	0%	-3%	0%	-5%	-9%[10 µM]	-4%	-2%
CCC1(C)Cc2c(sc3[nH]c(=O)[nH]c(=O)c23)CS1 (configuration not stated)	-5%[38.3 µM]	-3%	?	-5%[9.22 µM]	-10%	13%	6%
CCOc1cc(/C=N/NC(=O)CNc2cccc(C)c2)ccc1OC(=O)c1ccccc1	5%[38.3 µM]	-9%	-4%	11%	-15%	-3%	-12%
CC1CC(C)CN(CCCNC(=O)Cn2ncc3c(=O)oc4ccccc4c32)C1 (configuration not stated)	4%[38.3 µM]	0%	-8%	1%	3%	8%	13%

Later entries
SMILES	IMPase Li inh	RGS12 GoLoco inh	GAA inhib	HTT aggregate	HTT ATP protect	aGlu spleen mod	GAA glycogen
C1CN(c2nc(N3CCOCC3)nc(N3CCOCC3)n2)CCO1	nt	-4%	nt	12%[9.22 µM]	23%[10 µM]	-2%	-5%
COc1ccc(NC(=O)C2(c3cccs3)CCOCC2)cc1	-1%	0%	-6%	31%	-15%	nt	7%
CC1=CCC(Cc2nc3ccccc3o2)C1(C)C (configuration not stated)	14%[38.3 µM]	-14%	-3%	-11%	-15%[0.074 µM]	0%	-2%
Cc1onc(-c2ccccc2Cl)c1C(N)=O	1%[38.3 µM]	-11%	1%	-3%	-3%[10 µM]	-8%	0%
Cc1ccc(C)c(OCc2nc3ccc(S(=O)(=O)Nc4c(C)n(C)n(-c5ccccc5)c4=O)cc3[nH]2)c1	-3%	10%	-2%	?	-43%[inhibitor]	-2%	-6%
O=C(Nc1cccc(Cl)c1Cl)C1CCN(c2ncccn2)CC1	7%	-2%	0%	-3%	-9%[10 µM]	4%	4%
CC(C)N1CCC(N2CCN(Cc3ccc4nsnc4c3)CC2CCO)CC1 (configuration not stated)	5%	4%	nt	-3%[9.22 µM]	-5%[10 µM]	-1%	17%
N#CC1=C(N)Oc2cc(O)ccc2C1c1cccnc1 (configuration not stated)	0%	6%	-5%	14%	nt	-4%	0%
CC(C)C(=O)Nc1ccc(C(=O)NNC(=O)NC2CCCCC2)cc1	20%[38.3 µM]	5%	0%	11%	-18%	-4%	-20%
O=C(Nc1ccc(S(=O)(=O)Nc2nccs2)cc1)c1ccc(N2C(=O)c3ccccc3C2=O)cc1	-5%	17%	-1%	?	-16%	0%	-3%
CNC(=O)/C(C#N)=C1/SC(Cc2ccc(F)cc2)C(=O)N1c1ccccc1 (configuration not stated)	nt	4%	1%[15.4 µM]	-3%[9.22 µM]	9%[10 µM]	0%	5%
COc1ccc(C(=O)Cn2c(=O)c(CCC(=O)O)nn3c4ccccc4nc23)cc1OC	-3%	3%	-1%	-15%	8%[10 µM]	-5%	-4%
C=C1c2cccc(C(F)(F)F)c2O[C@H](C(=O)OCC)[C@@H]1CCC(C)C	19%	-160%[88.7 µM]	nt	nt	-16%	-4%[119 µM]	nt
COc1ccc(CCNC(=O)C2CC(c3ccccc3[N+](=O)[O-])=NO2)cc1 (configuration not stated)	3%[38.3 µM]	-1%	?	16%	11%	-2%	8%
NC(=O)C(=O)N/N=C/c1c[nH]c2ccc(Br)cc12	5%	4%	6%	17%	-5%	2%	-7%
NC(=O)C1CC(=O)N(c2ccc(OCc3c(Cl)cccc3Cl)cc2)C1 (configuration not stated)	22%	14%	-3%	12%[9.22 µM]	-6%[10 µM]	-2%	11%
O=C(CSc1nc(-c2ccco2)cc(C(F)(F)F)n1)N1CCCc2ccccc21	17%	6%	?	-11%	2%[10 µM]	7%	2%
Cn1nnc2cc(C(=O)NC(C)(C)C)ccc21	6%[38.3 µM]	-7%	-4%	9%	4%	6%	-9%
Cc1cc(C)nc(NC(=O)c2ccc3c(c2)OCO3)c1	3%	1%	-6%	-10%	-131%[inhibitor]	-2%	5%
Nc1nnn(CC(=O)N/N=C/c2cn[nH]c2-c2ccccc2)n1	nt	3%	nt	-14%[9.22 µM]	-1%[10 µM]	-1%	7%
CC(=O)NCCC(=O)N1CCCC(CNC(=O)c2ccc(-c3ccccc3)cc2)C1 (configuration not stated)	9%	14%	?	-6%[9.22 µM]	-8%[10 µM]	3%	0%
CN(C)CCNc1ncnc2c1cnn2-c1ccc(Cl)cc1	-6%[38.3 µM]	8%	-8%	0%	-16%	-2%	2%
COc1ccc(N2CCN(c3n[nH]c(N)n3)CC2)cc1	14%	-1%	9%	4%[9.22 µM]	-20%[1.9 µM]	8%	?
C/C(=N\NC(=O)c1ccc(CSc2nc(C)cc(C)n2)cc1)C1CCCCC1	14%	1%	?	3%	nt	-6%	4%
COc1ccc(N2CCN(C(CNC(=O)C(=O)NCCC3=CCCCC3)c3ccco3)CC2)cc1 (configuration not stated)	8%	0%	?	14%	-5%[10 µM]	1%	-3%
CN1CCN(NC(=O)c2ccccc2F)CC1	3%[38.3 µM]	0%	-2%	-4%	-16%	-4%	-8%
COC(=O)c1sc(C(F)(F)F)c(-c2ccccc2)c1S(=O)(=O)N(C)C	nt	3%	-1%	8%[9.22 µM]	9%[10 µM]	-5%	-2%
O=C(CSc1nnc(-c2ccncc2)o1)NCc1ccc(Cl)cc1	-6%	-3%	11%	-17%	nt	-9%	-3%
Cc1ccc2oc3c(c(=O)c2c1)C(c1cccs1)N(CCCN(C)C)C3=O (configuration not stated)	8%[38.3 µM]	56%[activator]	?	-12%	6%[10 µM]	4%	-8%
CCOC(=O)c1nnn(-c2nonc2N)c1-c1ccc(Br)cc1	6%	5%	-4%	23%	8%	-3%	2%

Bioassay records as filed in PubChem.

The list is partial (hit frequency here may not be typical).
